Autophagy mod = autophagy modulation, high-content screen. MEF GFP-LC3 puncta imaging; test concentration mostly 10 µM. calls only at 10 µM (by protocol). 0.98% of 190,000 active. AID 463193;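 active = percentage of spot-positive cells more than 3 SD above its plate mean, without a fluorescence outlier flag or 80% toxicity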;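 note: spot-positive cell cutoff set from DMSO-treated cells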
Ins promoter up = MIN6 insulin promoter up-regulation; MIN6 insulin promoter-GFP reporter, high-content imaging; active compounds read high; z-score at 5 µM; 0.3% of 190,000 active; AID 1625;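 active = z-score above 3 at 5 µM with at least 500 cells counted in the well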
bCat nuc transl = beta-catenin nuclear translocation modulation; nuclear translocation activity, % at 5 µM; 0.3% of 190,000 active; HeLa beta-catenin nuclear translocation, immunofluorescence imaging;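 active = nuclear translocation activity above 50% at 5 µM, with a well cell count of 50 or more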;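 note: per-cell ratio of nuclear to cytoplasmic median beta-catenin stain intensity; plate controls were DMSO negative control for no effect and GSK-3 inhibitor IX positive control for full effect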
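Test system: human HeLa cells, endogenous beta-catenin. Times: 24 h compound exposure, 37°C. Measured by: beta-catenin immunofluorescence imaging with DAPI.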
human PMI inhibition = MPI enzyme activity inhibition – biochemical, fluorescence intensity, coupled assay, primary screen (AID 1209); 0.42% of 190,000 active; inhibition, % at 20 µM; hits with a dose series show IC50 in µM; purified PMI enzyme, coupled fluorescence intensity; higher % means a stronger effect;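 note: plate controls were DMSO vehicle for no effect and wells lacking substrate for full effect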
Yfh1-off respiration = mitochondrial function rescue without frataxin homolog – Friedreich's ataxia, plus single-dose screen, dose response (AID 1465). S. cerevisiae Yfh1-off respiration, WST-1 reduction, 72 h; higher fold induction means a stronger effect. fold induction at 50 µM; hits with a dose series show EC50 in µM. 0.074% of 220,000 active;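 active = fold induction of absorbance versus untreated yeast above a set limit, then at least 30% activation at any dose in follow-up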;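 note: activators that raise dye reduction in frataxin-depleted yeast; strong numbers were not always called active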
WT yeast gro inh = growth inhibition of WT yeast, mitochondrial fusion screen. mitochondrial fusion phenotypic screen, WT strain. inhibition, % at 10 µM. 2.1% of 190,000 active. AID 1362; in the data active = inhibition above about 58%; tested in S. cerevisiae
human PMI inhibitors = MPI inhibition at elevated mannose 6-phosphate – biochemical, fluorescence intensity, high mannose 6-phosphate, primary screen (AID 1220); 0.66% of 190,000 active; recombinant PMI enzyme, coupled fluorescence intensity; higher % means a stronger effect; inhibition, % at 20 µM; hits with a dose series show IC50 in µM
Dynein cargo inh = dynein cargo transport inhibition; 3617.4 mouse cells, GR-EGFP nuclear translocation imaging; test concentration mostly 20 µM; stimulated with dexamethasone, 1 µM; active compounds read low; z-score, hits read low; AID 1381; 0.47% of 220,000 active;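 active = plate z-score of nuclear minus cytoplasmic receptor signal below a set negative limit, without overly bright fluorescence or cell loss, cut at about -3.5 in these data, passing the limit was not always enough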;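 note: z-score of nuclear minus cytoplasmic ring GR-EGFP intensity difference per well; some compounds called inactive have numbers as strong as hits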
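Schedule: 48 h induction, then 1 h compound, then 30 min agonist, 37 °C. Buffer or medium: tetracycline-free induction medium containing charcoal-stripped FBS. Reagent: 1.0 µM final dexamethasone stimulus. Evaluation: nuclear versus cytoplasmic GR-EGFP signal, averaged per well. Signal: high-content fluorescence imaging after fixation.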
MT stabilize HCS = stabilizes microtubules in HeLa cells; HeLa tubulin immunostaining HCS, 24 h; share of cells brighter than vehicle mean+2SD; % tubulin-high responders, % at 10 µM; 0.83% of 200,000 active; AID 2205;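 active = plate Z-score above 3 for both tubulin-high and condensed-nucleus cell shares, with cell loss under 80%, at 10 µM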;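 note: anti alpha tubulin signal scored within the nucleus-defined area of each cell; some results filed as inactive read as strong as hits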
WT yeast gro inh mutant strain = second read-out of WT yeast gro inh, no call of its own (marks repeat the call); inhibition, %; mitochondrial fusion phenotypic screen, mutant strain inhibition
Dynein cargo inh cytoplasmic EGFP = recorded beside Dynein cargo inh, whose call it bears; z-score; measured here: cytoplasmic GR-EGFP intensity; active compounds read high
Dynein cargo inh nuclear GR-EGFP = second read-out of Dynein cargo inh, no call of its own (marks repeat the call); z-score; measured here: nuclear GR-EGFP intensity;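 lower value marks the stronger effect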
Dynein cargo inh cell count = further read-out of Dynein cargo inh, marked with its call; z-score; measured here: cell count per field
Ins promoter up cell count = further read-out of Ins promoter up, marked with its call; cell count; measured here: cytotoxicity, nuclei count;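 total cells summed across four imaged fields per well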
bCat nuc transl cell count 5 µM = second read-out of bCat nuc transl, no call of its own (marks repeat the call); cell count; measured here: cell count, cytotoxicity flag
MT stabilize HCS Hoechst-high % = further read-out of MT stabilize HCS, marked with its call; % Hoechst-high responders; measured here: nuclear condensation Hoechst responders;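 share of cells brighter than vehicle mean plus two SD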
MT stabilize HCS cytotoxicity % = recorded beside MT stabilize HCS, whose call it bears; toxicity, %; measured here: cytotoxicity by cell density;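 0% = mean cell density of plate MIN control wells and 100% = no cells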
Autophagy mod cell loss 18 h = second read-out of Autophagy mod, no call of its own (marks repeat the call); toxicity, %; measured here: cell loss, nuclei count;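 cell loss after 18 h compound exposure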
Starred values were filed as active, the others as inactive; i = inactive; . = not tested or not shown. Cut-off read from the data, not from the text of the source, unless noted: active = inhibition above about 50%; inactive = the rest. Hits appear at their usual frequency. Share with any hit: about 5%.

entry	SMILES	Dynein cargo inh	bCat nuc transl cell count 5 µM	Ins promoter up	bCat nuc transl	Dynein cargo inh cell count	MT stabilize HCS Hoechst-high %	Yfh1-off respiration	Autophagy mod	WT yeast gro inh mutant strain	Dynein cargo inh cytoplasmic EGFP	Ins promoter up cell count	WT yeast gro inh	human PMI inhibitors	Autophagy mod cell loss 18 h	MT stabilize HCS	Dynein cargo inh nuclear GR-EGFP	MT stabilize HCS cytotoxicity %	human PMI inhibition
1	CC(C)CC(C(=O)Nn1cnnc1)N1C(=O)c2ccccc2C1=O (stereo unspecified)	-0.24	1030	.	-3.0	0.28	2.2	i	i	-4	-0.2	.	-3	9%	-8	1.3	-0.29	7.6	3%
2	COc1nc(N/N=C/c2ccc(-c3cccc([N+](=O)[O-])c3)o2)nc(N2CCOCC2)n1	-0.15	1170	-0.48	-1.3	-0.42	2.6	i	i	5	-0.18	1461	13	-14%	12	3.3	-0.13	2.0	-6%
3	O=C(O)CCCN=C1CCCc2ccccc2N1	-0.45	1209	-0.41	-7.6	0.91	3.3	i	i	-32	-0.27	930	27	-1%	-3	2.0	-0.34	2.8	0%
4	CCN1CCN(C(=O)c2ccc(Sc3ccccc3Cl)c([N+](=O)[O-])c2)CC1	-0.32	1122	0.29	-0.9	0.27	2.8	i	i	-12	-0.25	1414	-14	3%	1	2.4	-0.0011	4.6	12%
5	CC1CCCCC1NC(=O)c1ccc(S(=O)(=O)NCc2ccco2)cc1 (stereo unspecified)	-0.72	609	.	-2.8	-0.56	1.7	i	i	-3	-0.21	.	-4	-23%	9	3.0	-0.74	2.9	-27%
6	CCOC(=O)c1csc(NC(=O)CC2CCCC2)n1	-0.0061	1181	-0.36	-2.0	0.48	2.1	i	i	-5	-0.22	1218	-9	17%	-12	1.6	0.041	6.5	18%
7	O=C(O)c1ccc(Cn2cc(Cl)cn2)cc1	-0.11	1242	0	-6.8	0.011	1.9	i	i	-61	-0.19	1097	4	9%	0	2.7	0.14	7.4	12%
8	COC(=O)c1ccc(NCCc2csc(-c3ccc(C)cc3)n2)c([N+](=O)[O-])c1	1.1	1056	0.14	0.8	-0.66	0.7	i	i	38	-0.4	1694	3	10%	3	2.0	0.85	2.2	14%
9	O=C(CN1CCCC1)Nc1c(C(=O)C2CC2)oc2ccccc12	-0.23	1285	-1.1	-0.1	0.65	.	i	.	.	-0.3	1081	.	.	.	.	-0.19	.	.
10	O=S1(=O)CCN(Cc2ccccn2)CC1	-0.33	1334	-0.19	-1.0	0.37	.	i	.	.	-0.27	1111	.	.	.	.	0.34	.	.
11	COc1ccc(OCC(=O)N2CCN(C(=O)c3ccccc3)CC2)cc1	1.2	1028	0.85	-0.8	-1.4	2.6	i	i	-2	0.018	882	9	-3%	5	3.0	0.72	3.8	3%
12	COc1ccccc1NC(=O)C1=C(C)Nc2nc(-c3cccs3)nn2C1c1cccnc1 (stereo unspecified)	0.63	1129	-0.82	-1.1	-0.52	2.1	i	i	-4	-0.14	929	10	-2%	5	7.8	0.54	4.7	12%
13	Cc1ccc(CSCCNC(=O)c2ccc(NS(C)(=O)=O)cc2)cc1	-0.65	975	-0.33	0.2	0.85	1.3	i	i	-4	-0.29	1572	8	-7%	14	1.0	-0.31	2.2	-4%
14	O=C(O)C1CC(O)CN1c1nc(Cl)ccc1[N+](=O)[O-] (stereo unspecified)	-0.51	1501	.	0.4	0.5	1.5	i	i	12	-0.33	.	8	64%*	11	3.4	-0.068	4.8	34%
15	CCOC(=O)CSc1nc2c(sc(=S)n2Cc2ccco2)c(=O)n1-c1ccccc1	1.7	1342	1.1	1.3	-0.62	2.0	i	i	21	-0.43	1519	8	18%	-8	4.8	0.46	10	12%
16	Cc1ccc(Nc2nc(-c3c(C)nc4ncccn34)cs2)cc1	-0.28	.	.	.	0.093	53*	i	i	-6	-0.018	.	-4	19%	51	17*	-0.42	42*	29%
17	CCCC(=O)Nc1ccc(NC(=O)c2ccco2)cn1	1.5	1125	0.8	-1.4	-0.025	2.3	i	i	3	-0.17	1221	6	-7%	-14	5.0	0.51	0.7	-2%
18	Cc1cccc2[nH]c3c(N4CC=C(c5ccc(F)cc5)CC4)ncnc3c12	-2.1	1251	-2.5	-6.0	1.1	.	i	.	.	-0.065	1320	.	.	.	.	-0.85	.	.
19	CCOC(=O)C1=C(C)N=C2SC(C(=O)OC)=CC(=O)N2C1c1ccc(F)cc1 (stereo unspecified)	-0.44	1485	-0.07	0.2	-0.9	2.1	i	i	-9	-0.088	1539	4	17%	10	4.4	0.49	9.8	11%
20	CC(C)(/C=N/O)/[N+]([O-])=C/c1ccco1	-0.14	896	-0.21	-9.3	0.79	1.6	i	i	21	-0.21	1574	13	4%	1	2.2	-0.27	5.8	-10%
21	CCN(CC)C(=O)CSc1nnc(COc2cccc(C)c2)n1C	0.53	1602	.	-0.1	-0.75	2.4	i	i	-8	-0.2	.	-6	0%	8	2.1	0.27	5.4	0%
22	COc1ccc(NC(=S)Nc2cccnc2)c(OC)c1	-0.55	1107	0.92	-5.9	1	0.8	i	i	10	-0.35	1581	-11	10%	4	1.7	-0.21	1.0	2%
23	COC(=O)c1sc(NC(=O)COc2ccccc2OC)nc1C	0.22	.	-0.38	.	-0.45	1.6	i	i	4	-0.19	1142	4	4%	-1	1.9	0.19	6.9	8%
24	CC(=O)c1ccc(NC2CC(O)C(O)CO2)cc1 (stereo unspecified)	1.9	936	0.7	-3.4	-1.8	3.1	i	i	-3	0.33	1633	-3	-8%	31	6.4	2.1	18	-9%
25	CCOC(=O)Cn1c(=NC(=O)C(C)(C)C)sc2cc([N+](=O)[O-])ccc21	-0.4	924	-0.55	0.9	0.21	4.7	i	i	-26	-0.28	1236	-1	-3%	-10	3.5	-0.44	7.1	14%
26	COc1ccccc1CC(=O)NC1CCC(C)CC1 (stereo unspecified)	-0.66	1052	0.12	-0.7	0.48	1.9	i	i	6	-0.31	1608	5	2%	14	2.1	-0.25	5.9	2%
27	CC(=O)N1C(=O)C(=C2C=C(C)OC(C)=C2)c2ccccc21	1.4	1283	-0.61	3.3	-2	1.9	i	i	13	0.44	1445	7	8%	-2	7.2	1.8	5.7	3%
28	CC1(C)Cc2c(c(N3CCOCC3)nc3sc(C(=O)N4CCCCC4)c(N)c23)CO1	-0.092	1061	.	-2.6	-0.12	3.5	i	i	7	-0.19	.	7	-86%	-10	1.9	0.18	14	-29%
29	COc1ccc(C(=O)NCc2ccccc2OC)cc1	-0.54	1124	-0.07	-0.9	1.5	1.8	i	i	-5	-0.27	1065	3	-5%	3	2.8	-0.63	5.8	-2%
30	CN(C)c1ccc(NC(=O)CSc2nc(N)c(C(=O)Nc3ccc(N(C)C)cc3)s2)cc1	-0.45	1276	-0.89	-0.5	1.5	1.5	i	i	-4	-0.13	1605	4	18%	10	2.0	-0.0055	7.2	24%
31	C=CCn1c(SC(C)C(=O)NC2(C#N)CCCCC2)nnc1-c1ccc(OC)cc1 (stereo unspecified)	-0.53	.	-0.05	.	0.1	0.4	i	i	3	-0.28	1217	-5	8%	3	2.0	-0.42	35	10%
32	CC(C)n1c(O)c(/C=C2\C=Nc3ccccc32)sc1=Nc1ccccc1	-0.23	1479	-0.42	-2.0	-0.036	1.7	i	i	-18	-0.17	1523	5	4%	-19	1.9	0.43	3.8	0%
33	CCCCNC(=O)COC(=O)c1ccc(C)c(NC(=O)c2ccco2)c1	-1	1099	-0.97	-2.6	0.42	1.9	i	i	16	-0.22	1233	-2	3%	-11	4.9	-0.72	7.6	2%
34	O=C(CCc1nc2ccccc2c(=O)[nH]1)OCc1nnc(-c2ccccc2)o1	-0.42	1157	1.3	0.2	0.066	1.6	i	i	1	-0.21	871	1	-6%	-6	2.7	-0.09	0.9	-3%
35	Cc1ccc(OCC(=O)N2CCC(N3CCCCCC3)CC2)cc1	-0.4	1098	-0.44	-1.4	0.93	3.1	i	i	3	-0.13	1642	-23	2%	-7	3.5	0.026	5.7	4%
36	Cn1c(-n2c(-c3ccco3)nc3ccccc3c2=O)nc2ccccc21	0.51	692	-1.1	-0.8	-0.3	4.3	i	i	0	-0.21	1386	-21	-2%	2	8.1	0.51	10	-4%
37	COCCCn1c(SCc2cc(=O)[nH]c3ccccc23)nnc1-c1ccco1	-0.85	1115	0.15	-5.0	0.4	1.6	i	i	-12	2.6	1305	-22	8%	-6	2.3	0.064	1.6	16%

3 records picked at random from the list so far:
entry	SMILES	Dynein cargo inh	bCat nuc transl cell count 5 µM	Ins promoter up	bCat nuc transl	Dynein cargo inh cell count	MT stabilize HCS Hoechst-high %	Yfh1-off respiration	Autophagy mod	WT yeast gro inh mutant strain	Dynein cargo inh cytoplasmic EGFP	Ins promoter up cell count	WT yeast gro inh	human PMI inhibitors	Autophagy mod cell loss 18 h	MT stabilize HCS	Dynein cargo inh nuclear GR-EGFP	MT stabilize HCS cytotoxicity %	human PMI inhibition
7	O=C(O)c1ccc(Cn2cc(Cl)cn2)cc1	-0.11	1242	0	-6.8	0.011	1.9	i	i	-61	-0.19	1097	4	9%	0	2.7	0.14	7.4	12%
9	O=C(CN1CCCC1)Nc1c(C(=O)C2CC2)oc2ccccc12	-0.23	1285	-1.1	-0.1	0.65	.	i	.	.	-0.3	1081	.	.	.	.	-0.19	.	.
14	O=C(O)C1CC(O)CN1c1nc(Cl)ccc1[N+](=O)[O-] (stereo unspecified)	-0.51	1501	.	0.4	0.5	1.5	i	i	12	-0.33	.	8	64%*	11	3.4	-0.068	4.8	34%
